Bioassay records as filed in PubChem BioAssay.
ATG4B inh – ATG4B protease inhibitors, primary screen, biochemical, fluorescence, uHTS | AID 504462, 2011 | 0.51% of 340,000 active | ATG4B cleavage of LC3-PLA2, NBD-HPC fluorescence, 1 h | inhibition, % at 8.33 µM | Cysteine protease ATG4B (Homo sapiens), Q9Y4P1; in the data active = inhibition above about 40%
Target sequence (Q9Y4P1 whole entry, looked up): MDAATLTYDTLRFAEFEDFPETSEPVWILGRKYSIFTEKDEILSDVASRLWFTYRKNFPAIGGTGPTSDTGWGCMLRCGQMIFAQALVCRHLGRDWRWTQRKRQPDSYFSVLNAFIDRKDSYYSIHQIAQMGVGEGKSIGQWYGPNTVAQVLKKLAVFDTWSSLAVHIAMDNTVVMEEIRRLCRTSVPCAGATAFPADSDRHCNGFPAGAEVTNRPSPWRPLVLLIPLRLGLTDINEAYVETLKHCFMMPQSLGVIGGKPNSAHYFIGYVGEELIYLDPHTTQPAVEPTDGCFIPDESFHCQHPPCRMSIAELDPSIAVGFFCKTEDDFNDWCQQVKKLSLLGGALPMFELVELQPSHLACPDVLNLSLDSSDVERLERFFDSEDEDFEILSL
A3A deaminase – APOBEC3A ssDNA deaminase inhibitors, primary screen, selectivity assay for APOBEC3G inhibitor project, biochemical, FAM/TAMRA oligo cleavage fluorescence | inhibition, % at 20 µM | 0.41% of 330,000 active | recombinant A3A, FAM/TAMRA ssDNA deamination fluorescence;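 active = at least 40% inhibition at 20 µM here, with at most 30% in a related deaminase screen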;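 note: plate controls were A3A with DMSO for no effect and wells lacking A3A enzyme for full effect; some results filed as inactive read as strong as hits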
Target sequence (P31941 whole entry, looked up): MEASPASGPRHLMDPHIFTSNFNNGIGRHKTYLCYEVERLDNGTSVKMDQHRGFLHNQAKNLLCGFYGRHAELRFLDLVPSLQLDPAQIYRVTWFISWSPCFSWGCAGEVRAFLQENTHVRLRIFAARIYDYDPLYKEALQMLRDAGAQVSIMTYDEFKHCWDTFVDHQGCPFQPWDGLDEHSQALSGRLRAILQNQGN
mIAP activ – activators of mouse IAP, primary screen, biochemical, luminescence, uHTS; 0.24% of 330,000 active; muIAP, CDP-Star luminescence, 30 min; active compounds read high; 1 = vehicle-only enzyme signal, 0 = enzyme-free wells; activation factor at 10 µM; AID 2805, 2010;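 active = activation factor of at least 2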; note: the source names both 10 and 20 µM as test concentration; values of inactives mirror those of a sister screen read the other way
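also added = chemiluminescent substrate CDP-Star | test system = mouse IAP enzyme | signal = chemiluminescence readout | compound = DMSO-dissolved test compounds | incubation = 30 min at room temperature | benchmarks = DMSO wells, no-enzyme wells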
MPTP inh – mitochondrial permeability transition pore inhibitors, primary screen, biochemical, isolated mouse mitochondria, absorbance. 1.4% of 360,000 active. AID 602449, 2012. inhibition, % at 10 µM. Ca2+ swelling absorbance, 30 min;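 active = inhibition of 50% or more, scaled per plate between neutral and stimulator controls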;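 note: 0% = DMSO wells given calcium and 100% = 1 mM EGTA wells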
beta cell repl – inducers of MIN6 beta-cell proliferation, primary screen, ATP luminescence, uHTS; proliferation, % at 10 µM; 0.29% of 330,000 active; MIN6 cells proliferation, ATPlite luminescence, 48 h; cells starved in 0.2% serum; 100% = growth in 10% serum;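 active = compounds whose signal lies at least 3.5 SD above the mean of all wells on their plate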;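 note: 0% = DMSO-treated cells in low-serum medium and 100% = 10% serum control; some compounds called inactive have numbers as strong as hits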
mIAP inh – inhibitors of mouse IAP, primary screen, biochemical, luminescence, uHTS. purified mouse IAP, CDP-Star luminescence, 30 min. AID 2806, 2010. 0.2% of 330,000 active. inhibition, % at 10 µM;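 active = inhibition of at least 40% at 10 µM in the primary screen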;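 note: plate controls were DMSO with enzyme for no effect and no enzyme wells for full effect; values of inactives mirror those of a sister screen read the other way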
A3G deaminase – APOBEC3G DNA deaminase inhibitors, primary screen, biochemical, fluorescence, single-stranded DNA substrate, uHTS; 0.28% of 330,000 active; recombinant A3G, ssDNA deamination FAM/TAMRA fluorescence; inhibition, % at 20 µM;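 active = inhibition of at least 40% at 20 µM, with no more than 30% in the related APOBEC3A deaminase screen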;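 note: plate controls were DMSO wells with A3G for no effect and wells lacking A3G enzyme for full effect; some compounds called inactive have numbers as strong as hits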
Target sequence (Q9HC16 whole entry, looked up): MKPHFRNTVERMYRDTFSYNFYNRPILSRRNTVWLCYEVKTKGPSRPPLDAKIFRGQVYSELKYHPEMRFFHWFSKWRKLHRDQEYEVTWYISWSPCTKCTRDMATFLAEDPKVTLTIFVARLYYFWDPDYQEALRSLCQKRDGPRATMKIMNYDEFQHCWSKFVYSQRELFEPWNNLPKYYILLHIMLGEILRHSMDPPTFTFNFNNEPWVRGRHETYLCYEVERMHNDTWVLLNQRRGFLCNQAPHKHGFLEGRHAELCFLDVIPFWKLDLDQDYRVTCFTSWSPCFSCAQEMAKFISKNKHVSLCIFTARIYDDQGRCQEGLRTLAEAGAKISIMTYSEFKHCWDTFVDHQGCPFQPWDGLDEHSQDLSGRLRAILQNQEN
hIAP act – human IAP activators, primary screen, biochemical, luminescence, uHTS; Intestinal-type alkaline phosphatase (Homo sapiens), P09923; purified human IAP, CDP-Star luminescence, 30 min; active compounds read high; 1 = vehicle-only enzyme, 0 = enzyme-free background; activation factor at 10 µM; 0.16% of 330,000 active;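 active = activation factor of the enzyme at least 2-fold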; note: the source names both 10 and 20 µM as test concentration; values of inactives mirror those of a sister screen read the other way
hIAP block – human IAP inhibitors, primary screen, biochemical, luminescence, uHTS. 0.12% of 330,000 active. AID 2544, 2010. inhibition, % at 10 µM. purified IAP, CDP-Star luminescence, 30 min;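 active = inhibition reaching a set limit with compound at 10 µM in the primary screen, cut at about 35% in these data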;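 note: plate controls were DMSO wells with enzyme for no effect and no-enzyme buffer wells for full effect; values of inactives mirror those of a sister screen read the other way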
Starred values were filed as active, the others as inactive.

entry | mol | ATG4B inh | A3G deaminase | A3A deaminase | hIAP act | mIAP activ
1 | NS(=O)(=O)c1ccc(CCNS(=O)(=O)c2cccc3nsnc23)cc1 | -5 | -1 | -3 | 1.2 | 1.1
2 | N#Cc1ccc(CSc2nnc(-c3cccnc3)n2-c2ccccc2)cc1 | -6 | -5 | -4 | 1.2 | 0.96
3 | Fc1ccc2nc3c(nc2c1)CCCC3 | -3 | -5 | -3 | 0.89 | 1
4 | CCN(CC)C(=O)CSc1nc2sc3c(c2c(=O)n1-c1ccc(C)cc1)CC(C)(C)SC3 | 0 | -7 | -9 | 1 | 0.95
5 | Cc1cc(C)nc(NC(=NCCc2c[nH]c3ccccc23)NC(=O)c2ccco2)n1 | -22 | -1 | -1 | 1 | 0.95
6 | COc1ccc(COC(=O)C2CCN(S(=O)(=O)c3ccc(C)cc3)CC2)cc1 | -6 | 0 | 1 | 0.82 | 1
7 | COc1ccc2c(c1)C(C)=CC(C)(C)N2C(=O)CSc1nnc(-c2ccc(C)cc2)o1 | -4 | -11 | -4 | 0.81 | 0.97
8 | Cc1cc(C)nc(Sc2nc(Nc3ccccc3)nc(Sc3nc(C)cc(C)n3)n2)n1 | 5 | -2 | -1 | 1 | 0.99
9 | CCN(CC)S(=O)(=O)c1ccc(NS(=O)(=O)c2cccs2)cc1 | -4 | -6 | -2 | 0.89 | 1
10 | O=C(O)c1cccc(NC(=O)c2cc(-c3cccc(Cl)c3)nc3ccccc23)c1 | 11 | 3 | 3 | 0.84 | 1
11 | C=CCN1C(=O)/C(=C/c2cccs2)S/C1=N\S(=O)(=O)c1ccc(F)cc1 | -5 | -6 | -3 | 1.3 | 0.94
12 | COc1ccc(OCC#CCn2ccnc2)cc1 | 5 | -2 | 0 | 1 | 1
13 | COc1ccc(CCN(C)C(=O)CNC(=O)c2ccccc2F)cc1OC | -12 | -4 | -6 | 1 | 1
14 | CCOC(=O)N1CCN(C(=O)CSc2ncnc3sccc23)CC1 | 0 | -4 | 1 | 0.96 | 1
15 | CCCCc1cc(=O)oc2cc(OC(C)C(=O)NCCN3CCOCC3)c(Cl)cc12 (stereo not given) | -8 | -10 | -15 | 1.3 | 1.1

entry | beta cell repl | MPTP inh | mIAP inh | hIAP block
1 | 3 | 0.0 | -8 | -20
2 | -3 | -0.7 | 4 | -16
3 | -1 | 1.9 | 0 | 11
4 | -3 | 0.2 | 5 | -1
5 | 12* | 0.4 | 5 | -4
6 | -1 | -1.3 | -3 | 18
7 | -2 | 1.9 | 3 | 18
8 | -1 | -1.2 | 1 | -4
9 | -5 | -1.2 | -4 | 11
10 | -5 | 2.7 | -1 | 16
11 | 0 | 18 | 6 | -32
12 | -3 | -0.2 | -3 | -1
13 | -2 | -2.2 | -4 | -2
14 | 0 | -0.3 | 0 | 4
15 | 5 | 1.6 | -8 | -28

Values in list order from above.
Compounds 5 to 13 in MPTP inh read 0.4, -1.3, 1.9, -1.2, -1.2, 2.7, 18, -0.2, -2.2
Compounds 5 to 13 in ATG4B inh read -22, -6, -4, 5, -4, 11, -5, 5, -12
Compounds 5 to 13 in mIAP activ read 0.95, 1, 0.97, 0.99, 1, 1, 0.94, 1, 1

A draw from above in order of SMILES length, lowest first:
entry | mol | ATG4B inh | A3G deaminase | A3A deaminase | hIAP act | mIAP activ
2 | N#Cc1ccc(CSc2nnc(-c3cccnc3)n2-c2ccccc2)cc1 | -6 | -5 | -4 | 1.2 | 0.96
5 | Cc1cc(C)nc(NC(=NCCc2c[nH]c3ccccc23)NC(=O)c2ccco2)n1 | -22 | -1 | -1 | 1 | 0.95
11 | C=CCN1C(=O)/C(=C/c2cccs2)S/C1=N\S(=O)(=O)c1ccc(F)cc1 | -5 | -6 | -3 | 1.3 | 0.94
7 | COc1ccc2c(c1)C(C)=CC(C)(C)N2C(=O)CSc1nnc(-c2ccc(C)cc2)o1 | -4 | -11 | -4 | 0.81 | 0.97

entry | beta cell repl | MPTP inh | mIAP inh | hIAP block
2 | -3 | -0.7 | 4 | -16
5 | 12* | 0.4 | 5 | -4
11 | 0 | 18 | 6 | -32
7 | -2 | 1.9 | 3 | 18

(further entries)
entry | mol | ATG4B inh | A3G deaminase | A3A deaminase | hIAP act | mIAP activ
16 | COc1cc(NC(=O)c2cc3cccc(OC)c3o2)cc(C(=O)Nc2cccc(C(F)(F)F)c2)c1 | -18 | -12 | -9 | 1.1 | 1.1
17 | Cc1onc(-c2ccccc2)c1C(=O)NNC(=O)c1ccccc1Br | 6 | -4 | 5 | 0.97 | 0.86
18 | COc1cc(-c2nnc(COC(=O)CSc3cc(C)c4ccccc4n3)o2)cc(OC)c1OC | -16 | -5 | -5 | 1 | 1.1
19 | COC(=O)c1cc(S(=O)(=O)NCc2ccccc2OC)cn1C | 4 | 0 | -3 | 1.2 | 1
20 | COc1ccccc1OCc1nnc(SCC(=O)N2CCCCC2)n1-c1ccccc1 | -7 | -6 | -4 | 0.91 | 1
21 | Cn1cc(CN2C[C@]3(C)C[C@H]2CC(C)(C)C3)c(-c2ccc3c(c2)OCCO3)n1 | -3 | -1 | -2 | 1 | 0.97
22 | Cc1ccccc1OCC(=O)Nc1ccc(N2CCN(C(=O)c3ccco3)CC2)cc1 | -6 | 2 | 2 | 1.3 | 1.1
23 | CCCCNC(=O)[C@H](Cc1c[nH]c2ccccc12)NC(=O)c1ccccc1Cl | -11 | -4 | -2 | 0.85 | 1.1
24 | COC(=O)c1sccc1-n1cc(C#N)c(=O)n(C)c1=O | -2 | -4 | -1 | 1.3 | 1.1
25 | CCOC(=O)c1cc(CC)sc1NC(=O)c1ccc(N2CCOCC2)c([N+](=O)[O-])c1 | 2 | -7 | -7 | 1 | 0.95
26 | O=C(CCn1c(=S)[nH]c2ccccc2c1=O)NCC1CCCO1 (stereo not given) | -7 | -7 | 3 | 0.85 | 0.82
27 | N/C(CCS(=O)(=O)c1ccc(Cl)cc1)=N\OC(=O)c1ccccc1Cl | -7 | -13 | -6 | 1.1 | 0.97
28 | O=C(CS(=O)(=O)Cc1ccccc1)Nc1ccc2c(c1)OCO2 | 3 | -8 | -3 | 0.92 | 0.94
29 | O=C(CC(Nc1cccc(Cl)c1Cl)C(=O)OCC(=O)c1cccs1)c1ccccc1 (stereo not given) | 14 | -7 | -3 | 0.89 | 0.94
30 | O=C(NCc1ccccc1)C1CCN(C(=O)Cc2ccccc2)CC1 | -2 | -7 | -7 | 0.93 | 0.94

entry | beta cell repl | MPTP inh | mIAP inh | hIAP block
16 | -8 | 15 | -14 | -14
17 | -3 | -0.2 | 14 | 3
18 | 0 | 0.1 | -6 | -2
19 | -5 | 0.0 | 0 | -18
20 | -2 | 1.6 | -3 | 9
21 | 0 | 2.2 | 3 | 0
22 | -3 | 1.8 | -8 | -30
23 | 2 | -0.2 | -8 | 14
24 | -2 | 5.1 | -6 | -28
25 | 1 | 4.4 | 5 | -2
26 | -1 | 0.0 | 18 | 15
27 | 0 | 1.9 | 3 | -6
28 | -1 | -0.6 | 6 | 8
29 | -2 | -11 | 6 | 11
30 | -2 | -0.1 | 6 | 7

(next part)
entry | mol | ATG4B inh | A3G deaminase | A3A deaminase | hIAP act | mIAP activ
31 | CC1CCC(NC(=O)c2ccc3nc[nH]c3c2)CC1 (stereo not given) | -1 | 1 | 2 | 0.95 | 0.99
32 | Cc1ccccc1OCc1nnc(SCC(=O)N2c3ccccc3Sc3ccc(Cl)cc32)o1 | -9 | -1 | 4 | 1.1 | 1
33 | O=C(Cc1ccc(Cl)cc1Cl)NCc1cccnc1 | 3 | -2 | 1 | 1.1 | 0.99
34 | CCOC(=O)NC(CC(=O)O)c1ccc(OC)c(OC)c1 (stereo not given) | -7 | -2 | 2 | 0.94 | 0.95
35 | COCCn1c(-c2ccco2)nc2nc3ccccc3nc21 | -11 | 0 | 1 | 0.9 | 0.92
36 | Cc1ccc(Cl)cc1N1CCN(S(=O)(=O)c2c(C)noc2C)CC1 | -3 | -1 | -2 | 1 | 0.95
37 | CCCn1nc(NS(=O)(=O)c2ccccc2)c2cc3ccccc3nc21 | -10 | 1 | 2 | 1 | 1
38 | Cc1sc2ncnc(N3CCC(C(=O)NNC(=O)c4ccc(Cl)cc4)CC3)c2c1C | -2 | -6 | 2 | 1.1 | 0.98
39 | CC(C)n1c(=S)[nH]c2ccccc21 | 0 | 15 | -2 | 1.1 | 1.1
40 | CC1(C)Cc2ccccc2C(=C(C#N)C#N)N1 | -3 | -5 | 1 | 0.95 | 1
41 | O=C(Nc1nccs1)c1ccc(Cl)nc1 | -1 | -7 | -3 | 0.98 | 0.96
42 | CCCc1nc(SCC(=O)Nc2cc(C)on2)c2ccccc2n1 | 1 | -4 | 1 | 1 | 1
43 | O=C(CNC(=O)c1cccs1)N=Nc1c(O)[nH]c2ccc([N+](=O)[O-])cc12 | 1 | -4 | -4 | 1.4 | 0.77
44 | O=C(Cn1ncc2c3ccccc3n(Cc3ccccc3)c2c1=O)NCCCN1CCOCC1 | 15 | 1 | -1 | 1 | 0.99
45 | O=C(CSc1oc(-c2cccs2)nc1S(=O)(=O)c1ccc(F)cc1)NCC1CCCO1 (stereo not given) | -6 | 1 | 1 | 1.2 | 0.84

entry | beta cell repl | MPTP inh | mIAP inh | hIAP block
31 | 3 | 0.2 | 1 | 5
32 | -5 | 5.3 | -2 | -8
33 | 0 | 0.8 | 1 | -6
34 | -1 | -0.8 | 5 | 6
35 | -5 | 6.6 | 8 | 10
36 | -5 | -1.2 | 5 | -2
37 | -2 | 0.8 | -1 | -3
38 | -1 | -0.1 | 2 | -9
39 | 0 | -1.2 | -5 | -10
40 | 0 | 0.1 | -2 | 4
41 | -5 | 0.6 | 4 | 2
42 | 1 | 1.9 | -4 | 0
43 | 1 | -0.9 | 23 | -42
44 | 1 | 7.7 | 1 | -4
45 | 0 | 1.3 | 16 | -16

Additional entries.
entry | mol | ATG4B inh | A3G deaminase | A3A deaminase | hIAP act | mIAP activ
46 | CN(CC(=O)Nc1cccc(F)c1)C(=O)c1ccc2c(c1)S(=O)(=O)N=C1CCCCCN12 | 1 | 16 | 4 | 0.95 | 1
47 | CCCCC[C@H](O)/C=C/[C@H]1CCC(=O)[C@@H]1CCCCCCC(=O)N1CCCCC1CO (stereo not given in full) | -10 | -5 | 0 | 1.1 | 1.1
48 | COc1ccc(CC(=O)NNS(=O)(=O)c2ccccc2[N+](=O)[O-])cc1OC | 2 | -3 | -1 | 0.94 | 0.99
49 | COc1ccc(CCNC(=O)C/C(C)=N/NC(=O)Cc2cccc3ccccc23)cc1OC | -2 | -3 | 0 | 1.3 | 0.92
50 | O=C(CCN1C(=O)c2ccncc2C1=O)Nc1cc(F)ccc1F | 2 | -5 | -4 | 0.88 | 0.96
51 | COc1ccccc1N(C)S(=O)(=O)c1ccc(C(=O)NCC(C)C)cc1 | -7 | -7 | -2 | 0.9 | 1

entry | beta cell repl | MPTP inh | mIAP inh | hIAP block
46 | -2 | -0.3 | -2 | 5
47 | -4 | -1.2 | -6 | -7
48 | -1 | -0.5 | 1 | 6
49 | -1 | 1.4 | 8 | -25
50 | 1 | -0.6 | 4 | 12
51 | -2 | 2.0 | -1 | 10

Look-ups from the list:
Reading for compound 51 under mIAP inh: -1
Reading for compound 49 under ATG4B inh: -2
Reading for compound 46 under hIAP act: 0.95
Reading for compound 50 under mIAP inh: 4
